# KB-3-1 tox: qHTS assay for MDR1-selective chemotherapeutics: Primary screen using the parental adenocarcinoma cell KB-3-1; KB-3-1 viability, CellTiter-Glo ATP luminescence, 72 h; Potency, µM (highest dose often 46.1 µM), for inactives: at the top dose activity change, negative = cytotoxic, most hits filed as cytotoxic; 400,000 tested, 1.4% active; note: % is set by controls: 0 for no effect and ±100 for the full control effect; nearly all actives have a fitted effect of over 60% in size
#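 72 h, 37 °C compound treatment of KB-3-1 parental cells; CellTiter-Glo added, 10 min, luminescence read. Data corrected against DMSO-only plates and normalized before curve fitting.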
# ATXN2 expr inh: Primary qHTS for Inhibitors of ATXN expression; 360,000 tested, 0.72% active; Potency, µM (series often up to 57 µM), for the others: top-dose activity change, negative = inhibition, usual class: inhibitors; HEK-293 ATXN2-luciferase reporter, luminescence, 24 h; AID 1745845, 2022; note: % is set by controls: 0 for no effect and ±100 for the full control effect; nearly all actives have a fitted effect of over 55% in size
#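 qHTS (up to 57 uM final) was run with 24 h compound exposure of reporter cells at 37 °C. Each well was multiplexed: SteadyGlo luminescence measured ATXN2-luciferase expression after a fluorogenic Gly-Phe-AFC viability readout (25 uM final).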
# S2 tox: Viability Counterscreen for Primary qHTS for Inhibitors of ATXN expression; S2 cells (HEK-293 line with an ATXN2-luciferase reporter) viability, CellTiter-Fluor protease fluorescence, 24 h; Potency, µM (series often up to 56.7 µM), actives largely listed as cytotoxic; 400,000 tested, 0.49% active; note: nearly all actives have a fitted effect of over 40% in size
# HepG2 tox: qHTS for Inhibitors of TGF-b: Cytotox Counterscreen. Potency, µM (doses to about 46.1 µM), inactives show at the highest dose activity change, negative = cytotoxicity, most hits filed as cytotoxic. 410,000 tested, 0.76% active. AID 588856, 2011. HepG2 CAGA-GFP viability, ATP luminescence, 18 h; note: some results filed as inactive show a strong effect at the top dose
#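 HepG2 CAGA-GFP cells (1000/well, DMEM with 1% FBS) received compound, then TGF-beta at 500 pg/mL final, and were incubated 18 hours at 37 degrees C. Viability was read by CellTiter-Glo luminescence. Media-only wells were set as complete cell-killing and DMSO as no toxicity.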
# The depositor's hits bear a star; i = inactive; ? = inconclusive; / = not tested or not shown; & = joins results of further samples; [ ] = dose if it differs, or a comment. Calls come from the whole dose curve; as a rule, active = well fitted curve in the direction sought with a large enough effect; inconclusive = small, poorly fitted or top-dose-only effect, or another doubt; inactive = no such curve, though single readings can be large; an effect the other way counts as inactive or inconclusive. Potency is the fitted concentration of half-maximal effect. This is a subset. The share of hits here may be higher or lower than overall.
(1) CCS(=O)(=O)N1CC(=O)N(c2ccc(C)c(C)c2)C(C)(C(=O)NC2CCCCC2)C1 (stereo not given)
(2) Cc1ccc(Cl)cc1N1CCN(c2nc3ccc(C(=O)c4ccccc4)cc3n3cnnc23)CC1
(3) Cc1ccc(CCNC(=O)c2c[nH]c3ccc(S(=O)(=O)Nc4cccc(C(F)(F)F)c4)cc3c2=O)cc1
(4) Cc1nn(C(C)C(=O)NCc2ccc(OC(C)C)cc2)c(=O)c2c1sc1ccccc12 (stereo not given)
(5) Cc1ccc(N2C(=O)CCSC23C(=O)N(Cc2ccccc2)c2ccccc23)cc1 (stereo not given)
(6) COc1ccccc1N1CCN(C(=O)CSc2n[nH]c(-c3ccccc3)n2)CC1
compound no.,1,2,3,4,5,6
KB-3-1 tox,2%,-13%,13µM*,4%,-7%,10%
ATXN2 expr inh,/,/,/,/,/,/
S2 tox,/,/,/,/,/,/
HepG2 tox,-1%,-30%,-47%,1%,-56%,-33%

(7) C[n+]1ccc(CO)cc1
(8) O=C(NCc1ccccc1)C(=O)NCC(c1ccco1)S(=O)(=O)c1ccc(Cl)cc1 (stereo not given)
(9) Cc1ccc(C)c(S(=O)(=O)c2nnn3c2nc(N2CCN(C)CC2)c2sccc23)c1
(10) CC(=O)Nc1ccccc1-c1nc2ccccc2n(CC(=O)c2ccc(C)c(C)c2)c1=O
(11) O=C(NCC1CCN(Cc2cccc(Cl)c2)CC1)c1cc2ccc3cccnc3c2[nH]1
(12) Cc1nc(-c2ccccc2)sc1-c1ccc(SCC(=O)Nc2ccccc2)nn1
compound no.,7,8,9,10,11,12
KB-3-1 tox,-2%,-21%,2%,0%,-1%,1%
ATXN2 expr inh,/,/,/,/,/,/
S2 tox,/,/,/,/,/,/
HepG2 tox,5%,-15%,-16%,-7%,-23%,-9%

# Given as labelled records: part of the list above
[1] CCS(=O)(=O)N1CC(=O)N(c2ccc(C)c(C)c2)C(C)(C(=O)NC2CCCCC2)C1 (stereo not given)
- KB-3-1 tox: 2%
- ATXN2 expr inh: /
- S2 tox: /
- HepG2 tox: -1%

[2] Cc1ccc(Cl)cc1N1CCN(c2nc3ccc(C(=O)c4ccccc4)cc3n3cnnc23)CC1
- KB-3-1 tox: -13%
- ATXN2 expr inh: /
- S2 tox: /
- HepG2 tox: -30%

# (cont.)
(13) COc1ccc2c(CNCc3ccccc3OC)c(C(=O)O)n(Cc3ccc(F)cc3Cl)c2c1
(14) Cc1cccc(NC(=O)C(=O)NCC(c2cccnc2)N2CCc3ccccc3C2)c1C (stereo not given)
(15) CC(NC(=O)CN1C(=O)c2cccnc2Oc2ccc(Cl)cc21)c1ccccc1 (stereo not given)
(16) CCC(C(=O)N1CCN(c2ccccc2)CC1)n1nc(C)n2c(cc3sccc32)c1=O (stereo not given)
(17) CSc1ccc(CCNC(=O)Cn2nc(C)n3c(cc4sccc43)c2=O)cc1
(18) O=C(COCc1cc(-c2cccs2)on1)Nc1cc(Cl)ccc1O
compound no.,13,14,15,16,17,18
KB-3-1 tox,14%,?,4%,18µM*,5%,-17%
ATXN2 expr inh,/,/,/,/,/,/
S2 tox,/,/,/,/,/,/
HepG2 tox,-34%,-19%,-3%,-21%,-10%,-30%

(19) O=C(COCc1cc(-c2ccco2)on1)Nc1cccc(Cl)c1Cl
(20) COc1ccccc1CNC(=O)C(=O)NCC(c1ccco1)S(=O)(=O)c1ccc(F)cc1 (stereo not given)
(21) Cc1cccc(-n2ncc(C(=O)N3CCN(c4ccc(Cl)cc4)CC3)c2C2CCN(C(=O)OC(C)(C)C)CC2)c1
(22) O=C(Cn1cc(S(=O)(=O)Cc2cccc(Cl)c2)c2ccccc21)Nc1ccc(F)c(Cl)c1
(23) O=[N+]([O-])c1ccc(C=C2c3ccccc3-c3ccccc32)cc1
(24) COc1ccc(-c2nn3c(-c4cc(-c5ccccc5)n[nH]4)nnc3s2)cc1
compound no.,19,20,21,22,23,24
KB-3-1 tox,1%,-19%,?,-5%,-29%,?
ATXN2 expr inh,/,/,/,/,/,/
S2 tox,/,/,/,/,/,/
HepG2 tox,-36%,-19%,-1%,-49%,-62%,-14%

(25) O=C(Cc1ccc(OCc2ccccc2)cc1)NO
(26) Cc1ccc(S(=O)(=O)N2CCCN(c3nc(-c4cccs4)nc4ccccc34)CC2)cc1
(27) COc1ccc(Cl)cc1NC(=O)CCCn1c(C)c2cnn(-c3ccccc3)c(=O)c2c1C
(28) Cc1ccccc1C(=O)Nc1cccc(-c2nnc(SCC(=O)NCc3ccco3)n2C)c1
(29) Cc1ccc2cc3c(N)nn(C(=O)c4cccc(F)c4)c3nc2c1
(30) C=C1C=C(C(F)F)n2ncc(C(=O)NC(C)CC)c2N1 (stereo not given)
compound no.,25,26,27,28,29,30
KB-3-1 tox,-18%,0%,-23%,0%,-23%,25%
ATXN2 expr inh,/,/,/,/,/,/
S2 tox,/,/,/,/,/,/
HepG2 tox,-7%,-36%,-15%,-3%,0%,0%

(31) Cc1cc(-c2ccc(C)c(S(=O)(=O)NCc3cccs3)c2)on1
(32) CC(CNC(=O)C1CCN(C(=O)c2cc3sccc3n2C)CC1)c1ccccc1 (stereo not given)
(33) Cc1cccc(N2C(=O)CCSC23C(=O)N(Cc2ccc(F)cc2)c2ccccc23)c1 (stereo not given)
(34) Cc1nc2sc(C)c(C)n2c(=O)c1S(=O)(=O)NCCc1ccc(Cl)cc1
(35) CCN(CC)c1ccc(/C=C/c2sc3ccccc3[n+]2CCCCI)cc1
(36) O=C(NC1CCCCCC1)C1CCC(CNS(=O)(=O)c2cccc3cccnc23)CC1 (stereo not given)
compound no.,31,32,33,34,35,36
KB-3-1 tox,?,1%,4%,5%,?,0%
ATXN2 expr inh,/,/,/,/,/,/
S2 tox,/,/,/,/,/,/
HepG2 tox,-18%,-31%,18µM*,-30%,-54%,-23%

(37) Cc1ccc(-c2nc(=N)sn2Cc2ccccc2)cc1
(38) CCOc1ccc(S(=O)(=O)NCC(c2ccc(N(C)C)cc2)N2CCCC2)cc1 (stereo not given)
(39) O=[N+]([O-])c1ccc(/C=C/c2cc(Cl)nc3ccccc23)cc1
(40) COC(=O)c1ccc(Cn2c(SCc3ccccc3)nc3ccncc32)cc1
(41) COC(=O)C1=C(C(=O)OC)[C@@H]2N(Cc3ccccc3)c3ccccc3[C@@]23C[C@@H](C(=O)OC)N(S(=O)(=O)c2ccc(C(F)(F)F)cc2)C3=N1
(42) CCOC(=O)c1ccccc1NC(=O)CSc1ccc(-c2sc(-c3ccccc3)nc2C)nn1
compound no.,37,38,39,40,41,42
KB-3-1 tox,-14%,0%,?,3%,?,1%
ATXN2 expr inh,/,/,/,/,/,/
S2 tox,/,/,/,/,/,/
HepG2 tox,1%,-21%,-19%,-2%,8%,1%

# Whole records as entered above. Values in the order: KB-3-1 tox	ATXN2 expr inh	S2 tox	HepG2 tox
# Listed for `O=C(NC1CCCCCC1)C1CCC(CNS(=O)(=O)c2cccc3cccnc23)CC1` (stereo not given) = 0%	/	/	-23%
# Listed for `C=C1C=C(C(F)F)n2ncc(C(=O)NC(C)CC)c2N1` (stereo not given) = 25%	/	/	0%
# Listed for `CSc1ccc(CCNC(=O)Cn2nc(C)n3c(cc4sccc43)c2=O)cc1` = 5%	/	/	-10%
# Listed for `Cc1ccc(-c2nc(=N)sn2Cc2ccccc2)cc1` = -14%	/	/	1%
# Listed for `Cc1ccc(Cl)cc1N1CCN(c2nc3ccc(C(=O)c4ccccc4)cc3n3cnnc23)CC1` = -13%	/	/	-30%

# Additional structures
(43) Cc1ccc(S(=O)(=O)c2cn(C)c3cc(N4CCCC(C)C4)c(F)cc3c2=O)c(C)c1 (stereo not given)
(44) CC(=O)Nc1cc(O)c2nonc2c1O
(45) CC1CCCCN1C(=O)CSc1n[nH]c(-c2ccccc2)n1 (stereo not given)
(46) CN(C)c1ccc(/C=C/c2ccnc3c2ccc2ccccc23)cc1
(47) CN(C)c1ccc(/C=C2\C=Cc3ccccc32)cc1
(48) Cc1ccc2c(c1)N(C(=O)N1CCC(C(=O)NCc3ccccc3C)CC1)CC(C)O2 (stereo not given)
compound no.,43,44,45,46,47,48
KB-3-1 tox,-13%,2.6µM*,-3%,4%,-6%,-16%
ATXN2 expr inh,/,/,/,/,/,/
S2 tox,/,/,/,/,/,/
HepG2 tox,5%,0.56µM*,-6%,1%,3%,-17%

(49) CCC(C(=O)NCc1ccccc1)n1nc(C)c2sc3ccccc3c2c1=O (stereo not given)
(50) CCN(CC)S(=O)(=O)c1nnc(NC(=O)c2ccc(Br)cc2)s1
(51) COc1ccc(C(=O)Nc2nc3n(n2)C(c2ccc(Cl)cc2)C=C(c2ccccc2)N3)cc1OC (stereo not given)
(52) Cc1ccc(NC(=O)CCS(=O)(=O)c2ccc(Br)cc2)c(C)c1
(53) COc1ccc(/C=C\c2nccc3c2[nH]c2ccccc23)cc1
(54) Cc1ccc(CCNC(=O)c2c3c(nc4ccccc24)C(=O)N(C2CCCCC2)C3)cc1
compound no.,49,50,51,52,53,54
KB-3-1 tox,2%,?,-2%,3%,0%,-8%
ATXN2 expr inh,/,/,/,/,/,/
S2 tox,/,/,/,/,/,/
HepG2 tox,-2%,-15%,-23%,-6%,-24%,-30%

(55) O=Nc1ccc(/C=C/c2ccnc3ccccc23)cc1
(56) O=C(NCc1ccc2c(c1)CCN2C(=O)c1ccncc1)c1ccccc1Cl
(57) N#Cc1nc(-c2ccc(OCc3ccc(Cl)cc3)cc2)oc1N1CCCCCC1
(58) COc1cc(C2Nc3ccccc3C(=O)N2Cc2ccco2)cc(OC)c1OC (stereo not given)
(59) CCN(C(=O)Cn1cc(S(=O)(=O)Cc2ccccc2Cl)c2ccccc21)c1ccccc1
(60) C(=C\c1ccc2ccccc2n1)/c1cccnc1
compound no.,55,56,57,58,59,60
KB-3-1 tox,1%,5%,4%,11%,-28%,?
ATXN2 expr inh,/,/,/,/,/,/
S2 tox,/,/,/,/,/,/
HepG2 tox,-26%,-6%,7%,-14%,-19%,-82%

(61) CCCCCCCCCCCCCCCCCCN(CCCCCCCCCCCCCCCCCC)c1ccc(/C=C/c2ccc(C=O)cc2)cc1
(62) CC(C)Cc1ccc(C(C)C(=O)OCc2ccccn2)cc1 (stereo not given)
(63) OC[C@H]1O[C@@H](O[C@@H]2[C@@H](CO)O[C@](O)(CO)[C@H]2O)[C@H](O)[C@@H](O)[C@H]1O
(64) COc1ccc(OC(=O)N(CC(=O)O)Cc2ccc(OCCc3nc(-c4ccccc4)oc3C)cc2)cc1
(65) COc1cc(S(N)(=O)=O)cc(C(=O)O)c1OC
(66) Cc1ccc2c(n1)Oc1ccc(C(C)C(=O)OCC(=O)N(C)C)cc1C2 (stereo not given)
compound no.,61,62,63,64,65,66
KB-3-1 tox,12%,/,/,/,/,/
ATXN2 expr inh,/,2%,18%,0%,4%,32%&46%[activator]
S2 tox,/,i,i,i,i,i
HepG2 tox,-4%,/,/,/,/,/

(67) CC/C=C(\C(=O)N[C@@H]1C(=O)N2C(C(=O)OCOC(=O)C(C)(C)C)=C(COC(N)=O)CS[C@H]12)c1csc(N)n1
(68) Cc1ccc(C(C)OC(=O)C2(C)CCC(C(=O)O)C2(C)C)cc1 (stereo not given)
(69) C[C@@H]1CC[C@@]2(OC1)O[C@H]1C[C@H]3[C@@H]4CC[C@H]5C[C@@H](O)CC[C@]5(C)[C@H]4CC(=O)[C@]3(C)[C@H]1[C@@H]2C
(70) Nc1ccc([N+](=O)[O-])cc1O
(71) OC1(c2ccccc2)CCNCC1
(72) Cc1onc(-c2c(Cl)cccc2Cl)c1C(=O)Cl
(73) N[C@@H](CSSC[C@H](N)C(=O)O)C(=O)O
(74) CC(CCc1ccc2c(c1)OCO2)NN (stereo not given)
(75) COc1ccc2c(c1)c(CC(=O)OC/C=C(\C)CC/C=C(\C)CCC=C(C)C)c(C)n2C(=O)c1ccc(Cl)cc1
compound no.,67,68,69,70,71,72,73,74,75
KB-3-1 tox,/,/,/,/,/,/,/,/,/
ATXN2 expr inh,-1%&-3%,14%,8%[5.55 µM],-10%[116 µM],-7%,6%,17%[0.709 µM],16%,?
S2 tox,i,i,i[5.17 µM],?,i,i,i[0.575 µM],i,i
HepG2 tox,/,/,/,/,/,/,/,/,/

# Assay outcomes deposited in PubChem BioAssay by National Center for Advancing Translational Sciences (NCATS).
